# FLuc modulator – inhibits or activates purified firefly luciferase, miR-21 counter-screen; P08659; purified FLuc, Km substrates, luminescence inhibition; Potency, µM (highest dose often 57.5 µM), for inactives: at the top dose activity change, negative = inhibition, usual class: inhibitors; 360,000 tested, 6.9% active; active = well fitted inhibition curve with a large enough effect; inconclusive = small, poorly fitted or top-dose-only effect;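 note: plate controls were vehicle for no effect and reference inhibitor for full effect; nearly all actives have a fitted effect of over 55% in size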
# Target sequence (P08659 whole entry, looked up): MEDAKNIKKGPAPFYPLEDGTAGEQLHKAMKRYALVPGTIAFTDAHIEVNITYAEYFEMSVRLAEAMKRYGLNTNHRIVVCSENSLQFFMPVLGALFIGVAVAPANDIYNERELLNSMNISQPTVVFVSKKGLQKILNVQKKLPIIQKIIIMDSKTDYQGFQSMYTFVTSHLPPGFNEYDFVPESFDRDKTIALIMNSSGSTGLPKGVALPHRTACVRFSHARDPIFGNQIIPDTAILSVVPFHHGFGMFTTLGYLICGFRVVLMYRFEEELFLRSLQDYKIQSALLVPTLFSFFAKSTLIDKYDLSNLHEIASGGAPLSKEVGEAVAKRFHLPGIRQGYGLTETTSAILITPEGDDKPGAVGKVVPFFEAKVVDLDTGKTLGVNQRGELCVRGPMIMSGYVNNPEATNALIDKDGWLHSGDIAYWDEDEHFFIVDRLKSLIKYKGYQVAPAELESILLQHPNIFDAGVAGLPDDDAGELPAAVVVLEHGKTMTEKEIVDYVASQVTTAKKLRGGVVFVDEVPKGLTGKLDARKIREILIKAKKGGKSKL
#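 Biochemical qHTS of compounds, final roughly 60 µM downward over six points, against 10 nM purified firefly luciferase using Km concentrations of substrates (10 uM D-luciferin, 10 uM ATP) in Tris acetate pH 7.5 buffer; luminescence output.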
# Numbers without * were called inactive; ? = inconclusive. Potency is the fitted concentration of half-maximal effect.
SMILES,FLuc modulator
CC(C)(C)C(=O)N1CCN(c2nc3c(F)cccc3s2)CC1,?
COc1ccc(C)cc1NC(=O)CSc1nc(=O)n(Cc2ccccn2)c2c1CCC2,-7.1%
COC(=O)c1ccc2c(c1)N(CC(=O)Nc1ccc(OC)c(Cl)c1)C(=O)c1ccccc1S2,-10.2%
CC(=O)Nc1cccc(NC(=O)c2cc3c(=O)n4cccc(C)c4nc3n2C)c1,-5.6%
NC(=O)CSc1nc2ccc(NC(=O)COc3ccccc3)cc2s1,-17.9%
CCNC(=O)c1ccc2c(c1)nc1n2CCCCC1,?
CCOc1ccc(CNS(=O)(=O)c2ccc3c(c2)CC(C)N3C(C)=O)cc1OC (centres undefined),-1.3%
CCOC(=O)c1cccc(NC(=O)NC(C)c2c(-n3cccc3)sc3c2CCN(C)C3)c1 (centres undefined),-8.6%
Cc1ccccc1NC(=O)/C(C#N)=C/c1ccc(Cl)cc1Cl,-13.5%
CCCCN(CC)CCNC(=O)C1CCN(c2nnc(C)c3c(C)n(-c4ccc(C)cc4)nc23)CC1,2.4%
COc1ccc(Br)cc1CNC(=O)CSc1cc(=O)n(C)c2ccccc12,2.3%
O=C(Nc1ccc(OC(F)(F)F)cc1)C(Cc1ccccc1)NS(=O)(=O)c1cccc2nsnc12 (centres undefined),4.8%
COc1cccc(-n2cc(C(=O)Nc3cccc(C(F)(F)F)c3)c3ccccc3c2=O)c1,?
CC(C)(C)C(=O)CSc1nc2ccsc2c(=O)n1Cc1ccccc1Cl,-5.1%
COc1ccc(-c2nc(SCC(=O)NCCc3ccccc3)n[nH]2)cc1,16.9µM*
CCC(=O)N1CCc2cc(Br)cc(S(=O)(=O)CCC(=O)Nc3cccc(CC)c3)c21,7.1%
COc1ccc2cc(CNc3ccccc3)c(=O)n(CC(=O)Nc3ccc(C(C)=O)cc3)c2c1,-4.8%
COc1ccc(-c2cc(C(F)(F)F)nc(SCC(=O)N3CCCCC3)n2)cc1OC,4.6%
CCCn1cnc2cc(NCc3ccccc3OCC)ccc21,-19.1%
CC(C)c1ccc(NC(=O)N2c3ccccc3Sc3ccccc32)cc1,6.8%
O=C(CCn1nc(-c2ccc(Cl)cc2)ccc1=O)NCCc1ccccc1,-13.9%
c1ccc(-c2noc(-c3cccnc3NCc3ccco3)n2)cc1,?
O=C(NCCN1CCN(c2ccccc2F)CC1)C1COc2ccccc2C1 (centres undefined),-2.5%
CC(=O)c1ccc(N2CCN(C(=O)C3CCN(S(=O)(=O)c4cccc5nonc45)CC3)CC2)cc1,0.7%
COc1ccc(NC(=O)C(=O)NCC(c2cccnc2)N2CCc3ccccc3C2)cc1 (centres undefined),0.379µM*
# Remaining list, next part
SMILES,FLuc modulator
CCCCOC(=O)c1ccc(NC(=O)Cc2coc3ccc(C(C)C)cc23)cc1,1.2%
Cc1ccccc1Cn1c(=O)n(CCCCCC(=O)NCc2ccc3c(c2)OCO3)c(=O)c2sccc21,-2.9%
Cc1ccc(Cl)cc1NC(=O)Nc1cn(CC(C)C)c(=O)c2ccccc12,0.5%
CCc1ccc(CNc2nc3nc(C)c(Cc4ccccc4)c(=O)n3[nH]2)cc1,-13.8%
O=c1cc(CN2CCN(S(=O)(=O)c3ccccc3)CC2)nc2sc(-c3ccccc3Cl)nn12,-11.7%
COc1ccc(NC(=O)C2=C(C)Nc3nc(SCc4ccccc4C)nn3C2c2cc(OC)c(O)c(OC)c2)cc1 (centres undefined),4.3%
COc1ccc(CNC(=O)C2CCN(S(=O)(=O)c3cccc4nonc34)CC2)cc1OC,0.5%
O=C(CNC(=O)c1ccc(Cl)cc1)OCc1cc(=O)n2ccsc2n1,1.2%
Cc1nnc(N2CCCC(C(=O)NCc3ccccc3)C2)c2nn(-c3ccccc3)c(C)c12 (centres undefined),-8.9%
COc1cccc(NC(=O)Cn2c(=O)n(CCC(=O)NCc3ccccc3OC)c(=O)c3ccccc32)c1,-8.5%
O=C(CSc1oc(-c2ccco2)nc1S(=O)(=O)c1ccc(Br)cc1)c1ccc(Cl)cc1,0.3%
O=C(NCC(c1cccs1)S(=O)(=O)c1ccccc1)c1ccc(C(F)(F)F)cc1 (centres undefined),1.8%
OCCN1CCN(C(c2ccc(Cl)cc2Cl)c2sc3nc(-c4ccco4)nn3c2O)CC1 (centres undefined),?
Cc1ccc(-c2noc(-c3ccc(N4CCCCC4)c([N+](=O)[O-])c3)n2)cc1,?
Cc1ccccc1-c1noc(-c2ccc(N3CCCCC3)c([N+](=O)[O-])c2)n1,?
Cc1ccc(CN2CCCn3nc(C(=O)NCCc4ccccc4C)cc3C2=O)cc1,-4.9%
CCC(C)Cn1c(/C=C/c2ccccc2)nc2ccccc21 (centres undefined),6.75µM*
COc1ccc(N2CCN(c3oc(/C=C/c4cc(OC)c(OC)c(OC)c4)nc3C#N)CC2)cc1,-5.1%
CCOc1ccc(CCNC(=O)c2cc3c(=O)oc4ccc(C)cc4c3s2)cc1OCC,3.0%
COC(=O)c1c(-c2cccs2)csc1NC(=O)c1ccc(C(C)C)cc1,?
Cc1oc(-c2ccccc2)nc1Cn1c(SCc2cccc(C(F)(F)F)c2)nc2cccnc21,-14.9%
Cc1ccc(OCc2nnc(SCC(=O)Nc3ccccc3C(C)C)o2)cc1,-13.6%
Cc1cc(F)ccc1-n1nnc(C(N)=O)c1C,1.0%
Cc1c(Cl)cccc1NC(=O)CSc1cc(-c2ccccc2)ncn1,-4.6%
Cc1cc(C)c2c(=O)cc(C(=O)Nc3ccc(S(=O)(=O)Nc4nc(C)cc(C)n4)cc3)oc2c1,?
# Remaining list, next part:
SMILES,FLuc modulator
COc1ccccc1NC(=O)Cn1c(SCC(=O)Nc2ccc(F)cc2)nc2ccccc21,2.3%
Cc1ccc(Nc2ncnc3c2cnn3-c2ccccc2)c(C)c1,19µM*
COc1ccc(-c2c3c(=O)n(C)c(=O)n(C)c3cn2-c2cccc(N)c2)cc1,-17.3%
CN(C)C(=O)c1ccc(NC(=O)Cn2nc(-c3ccccc3)c3ccccc3c2=O)cc1,1.2%
Cc1ccccc1OCc1nc2c3cnn(-c4cccc(F)c4)c3ncn2n1,-0.1%
CCOC(=O)c1[nH]c(C)c(CCC(=O)Nc2cc(Cl)c(OC)cc2OC)c1C,-12.5%
COc1ccc(OC)c(NC(=O)CSc2nccn2-c2cc(C)cc(C)c2)c1,-4.0%
Cc1ccc(NC(=O)c2oc3ccccc3c2NC(=O)C23CC4CC(CC(C4)C2)C3)cc1,-0.4%
COc1ccc(C(=O)N(Cc2sccc2C)C2CCS(=O)(=O)C2)cc1Cl (centres undefined),2.5%
CCc1ccc(NC(=O)Cn2c(=O)nc(-c3ccccc3F)c3cc(Cl)ccc32)cc1,4.3%
COC(=O)c1cc2occc2n1Cc1ccc(F)cc1Cl,-9.0%
COc1cccc2cc(-c3nnc(-c4ccc(Cl)cc4)o3)c(=O)oc12,1.69µM*
CCOC(=O)c1ccc2c(c1)N(Cc1cccc(OC)c1)C(=O)c1ccccc1S2(=O)=O,4.9%
COc1ccc(NC(=O)Cn2nc(SC)c(S(=O)(=O)c3ccc(C)cc3)c2N)cc1OC,-1.4%
COc1ccc(Cn2ccc3nc(C)c(C(=O)NCc4ccc(F)cc4)cc3c2=O)cc1,-1.2%
O=C(Cc1ccc(Cl)cc1)NC1CC(=O)N(c2ccc3c(c2)OCCO3)C1 (centres undefined),-1.4%
CSc1cccc(NC(=O)C(c2ccccc2)N2Cc3ccccc3C2=O)c1 (centres undefined),-11.1%
CC(=O)c1ccc(NC(=O)c2c3c(nc4ccccc24)C(=O)N(C2CCCCC2)C3)cc1,-5.5%
Cn1c(=O)c2sccc2n2c(CCC(=O)NCc3ccc(F)cc3)nnc12,-1.7%
CC(=O)N1CCC(N(Cc2ccc(C)o2)C(=O)Nc2cccc(C(F)(F)F)c2)CC1,-1.8%
CC(=O)c1cc2c(cc1NC(=O)c1cnn(-c3ccc(C)cc3)c1-n1cccc1)OCO2,-5.1%
COc1cc(C2NC(=O)c3c(sc4c3CCN(C)C4)N2)ccc1OC(=O)c1ccccc1 (centres undefined),?
Cc1c(C(=O)Nc2ccc(-n3c(C)nc4ccccc4c3=O)cc2)cccc1[N+](=O)[O-],1.3%
CC(C)(C)OC(=O)N1CCC(c2c(C(=O)Nc3ccc4c(c3)OCCO4)cnn2-c2ccc(F)cc2F)CC1,?
COc1ccc(-c2cc3nc(C)c(CCC(=O)Nc4ccc(F)cc4F)c(C)n3n2)c(OC)c1,-15.2%

# Exported with each value named: 4 of the compounds above.
> COc1cccc(NC(=O)Cn2c(=O)n(CCC(=O)NCc3ccccc3OC)c(=O)c3ccccc32)c1
- FLuc modulator: -8.5%

> O=C(CSc1oc(-c2ccco2)nc1S(=O)(=O)c1ccc(Br)cc1)c1ccc(Cl)cc1
- FLuc modulator: 0.3%

> O=C(NCC(c1cccs1)S(=O)(=O)c1ccccc1)c1ccc(C(F)(F)F)cc1 (centres undefined)
- FLuc modulator: 1.8%

> OCCN1CCN(C(c2ccc(Cl)cc2Cl)c2sc3nc(-c4ccco4)nn3c2O)CC1 (centres undefined)
- FLuc modulator: ?

# Next section:
SMILES,FLuc modulator
COCCCNC(=O)CCCCn1c(=O)c2ccccc2n(CC(=O)Nc2ccc(C)cc2C)c1=O,-4.0%
CCOC(=O)c1c(S(=O)(=O)NCC(=O)Nc2cccc(CC)c2)c(C)n(C)c1C,2.6%
O=C(NCc1ccco1)c1ccc2c(c1)N(Cc1ccc(F)cc1)C(=O)c1ccccc1S2=O (centres undefined),-5.8%
COc1cc2c(cc1OC)n(CC(=O)Nc1ccccc1)c(=O)n1nc(-c3ccccc3)nc21,-7.1%
Cc1ccc(C)c(CN2C(=O)c3ccccc3S(=O)c3ccc(C(=O)N(C)Cc4ccccc4)cc32)c1 (centres undefined),-3.1%
CCCSc1oc(-c2ccco2)nc1S(=O)(=O)c1ccc(Cl)cc1,-10.1%
O=S(=O)(c1cccc2ccccc12)N1CCN(c2ccc(Cl)c(Cl)c2)CC1,2.0%
Cc1ccc(CCNC(=O)c2ccc(NC(=O)N3CCSc4ccccc43)cc2)cc1,1.3%
Cc1nn(CC(=O)NC(C)c2ccccc2)c(=O)c2cc3occc3n12 (centres undefined),-4.8%
CCn1ccc2cc(S(=O)(=O)N3CCCN(C(=O)Nc4cccc(Cl)c4)CC3)ccc21,-11.8%
Cc1ccc(CN2CCC(CNC(=O)Nc3c(C)cccc3C)C2)cc1 (centres undefined),-1.4%
COc1cccc(NC(=O)CSc2nc(-c3ccccc3Cl)nc3c2Cc2c(CO)cnc(C)c2O3)c1,-0.5%
Cc1ccc(NC(=O)c2ccc(CNS(=O)(=O)c3ccc4c(c3)C(C)(C)C(=O)N4C)cc2)cc1C,?
CCOc1ccc(-n2nc3cc(C)c(NC(=O)c4cc(OCC)c(OCC)c(OCC)c4)cc3n2)cc1,-0.1%
CC(=O)N1CCCC1c1nc2ccccc2n1Cc1cccc(Cl)c1 (centres undefined),2.7%
CC1CCN(C(=O)CN2CCSc3ccc(S(=O)(=O)N(C)C)cc32)CC1,4.9%
COc1ccc(Nc2nc3c(S(=O)(=O)c4ccc(C)cc4)nnn3c3ccsc23)cc1Cl,-3.7%
CCCCOC(=O)c1ccc(NC(=O)/C(C#N)=C/c2ccc(C)o2)cc1,2.3%
O=C(Nc1ccc2oc(-c3ccccc3)nc2c1)c1ccc2ccccc2c1,2.8%
Cc1ccccc1NC(=O)c1c(NC(=O)C(C)Oc2cccc(Cl)c2)sc2c1CCCC2 (centres undefined),-11.1%
COCCNC(=O)C(=O)NCC(c1cccnc1)N1CCN(c2ccccc2OC)CC1 (centres undefined),-3.0%
O=C1CC(c2nc(-c3ccccc3)no2)CN1c1ccccc1 (centres undefined),-4.1%
CCn1cc(C(=O)NCc2ccccc2)c(=O)c2cc(S(=O)(=O)N3CCCCCC3)ccc21,2.3%
Cc1nc(-n2nc(C)c(Cc3ccccc3Cl)c2C)sc1C(=O)Nc1ccccc1F,-3.0%
CS(=O)(=O)N(Cc1ccccc1)c1ccc(C(=O)Nc2cccc(Cl)c2)cc1,-9.4%
# Further structures follow:
SMILES,FLuc modulator
COc1ccc(C2CC(=O)Nc3cc4c(cc32)OCO4)c(OC)c1 (centres undefined),-2.0%
COc1cc(OC)c(NC(=O)c2c3c(nn2C)-c2ccccc2SC3)cc1Cl,-3.9%
O=C(CCc1ccccc1)NC1CC(=O)N(c2cccc(F)c2)C1 (centres undefined),-2.0%
Cc1ccc(NC(=O)c2cn(-c3ccccc3)nc2-c2ccccc2)cc1,-6.8%
COC(=O)c1cc2oc3ccccc3c2n1Cc1nc(-c2cccc(Cl)c2)oc1C,-1.7%
CN(C)c1ccc(CNc2nc(-c3ccco3)nn2S(=O)(=O)c2ccc3ccccc3c2)cc1,-12.2%
Cc1ccc(CN(Cc2cccn2-c2nnc(N3CCCC3=O)s2)C(=O)Nc2ccccc2C(F)(F)F)cc1,-5.8%
CC(C)OCCCNC(=O)c1ccc2c(=O)n(CCc3ccccc3)c(=O)[nH]c2c1,1.5%

# For reference, part of the list above.
SMILES,FLuc modulator
O=S(=O)(c1cccc2ccccc12)N1CCN(c2ccc(Cl)c(Cl)c2)CC1,2.0%
Cc1ccc(CCNC(=O)c2ccc(NC(=O)N3CCSc4ccccc43)cc2)cc1,1.3%
Cc1nn(CC(=O)NC(C)c2ccccc2)c(=O)c2cc3occc3n12 (centres undefined),-4.8%
CCn1ccc2cc(S(=O)(=O)N3CCCN(C(=O)Nc4cccc(Cl)c4)CC3)ccc21,-11.8%

# This is a subset; rates above refer to the full screens.
